Bioassay records from PubChem.
TCR activator: T cell receptor activation; Potency, µM (doses to about 9.22 µM), without a hit: at the top dose activation of IL-2 secretion, most hits filed as activators; 330,000 tested, under 10 active; AID 504894; primary human leukocytes, anti-CD3, IL-2 HTRF, 48 h; note: % of control where 0% means no effect
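Readout: HTRF IL-2, Eu-cryptate/d2 antibody pair, 320nm excitation, 665nm emission. Stimulus: a-CD3 beads, no co-stimulation. Cells: primary human leukocytes. Exposure: 48 hr with compound.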
USP2a inh: inhibitors of human ubiquitin-specific protease USP2a; O75604; 330,000 tested, 0.01% active; USP2 core, Ub-CHOP2 coupled fluorogenic reporter, 485/531; AID 463254; Potency, µM (doses to about 38.3 µM), for inactives: at the top dose activity change, negative = inhibition, usual class: inhibitors;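 note: potency is the fitted concentration of half-maximal effect; plate controls were DMSO wells for no effect and full inhibition by NEM control for full effect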
Target sequence (O75604 whole entry, looked up): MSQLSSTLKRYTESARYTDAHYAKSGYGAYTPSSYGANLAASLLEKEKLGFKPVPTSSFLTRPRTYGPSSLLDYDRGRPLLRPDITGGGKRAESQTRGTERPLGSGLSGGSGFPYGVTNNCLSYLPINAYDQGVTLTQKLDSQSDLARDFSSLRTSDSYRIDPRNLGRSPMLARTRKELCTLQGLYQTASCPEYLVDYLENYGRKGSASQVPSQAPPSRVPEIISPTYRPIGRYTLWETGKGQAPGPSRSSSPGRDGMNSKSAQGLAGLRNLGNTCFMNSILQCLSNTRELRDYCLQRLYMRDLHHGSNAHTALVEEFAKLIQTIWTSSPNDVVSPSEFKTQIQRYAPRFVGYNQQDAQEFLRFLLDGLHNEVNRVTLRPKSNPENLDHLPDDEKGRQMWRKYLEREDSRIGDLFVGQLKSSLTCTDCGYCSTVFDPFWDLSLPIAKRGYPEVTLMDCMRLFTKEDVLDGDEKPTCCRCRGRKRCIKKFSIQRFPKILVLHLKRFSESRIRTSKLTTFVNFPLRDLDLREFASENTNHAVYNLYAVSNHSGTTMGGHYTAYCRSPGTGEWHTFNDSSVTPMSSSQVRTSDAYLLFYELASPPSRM
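USP2 core (10nM final) preincubated 30min RT with compound in 20mM Tris-HCl pH 8.0, 2mM CaCl2, 2mM beta-mercaptoethanol, 0.05% CHAPS; 25nM Ub-CHOP2 plus 25nM reporter substrate added, fluorescence (Ex485/Em531) read after 60min.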
Tb PFK inh: inhibitors of T. brucei phosphofructokinase; T. brucei PFK, ADP-Glo luminescence; 330,000 tested, 0.17% active; O15648; Potency, µM (series often up to 57.5 µM), inactives show at the top dose activity, negative = inhibition, hits mostly inhibitors; AID 485367;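 note: potency is the fitted concentration of half-maximal effect; 0% = uninhibited 1x PFK enzyme wells and -100% = no-enzyme wells; nearly all actives have a fitted effect of over 60% in size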
Target sequence (O15648 whole entry, looked up): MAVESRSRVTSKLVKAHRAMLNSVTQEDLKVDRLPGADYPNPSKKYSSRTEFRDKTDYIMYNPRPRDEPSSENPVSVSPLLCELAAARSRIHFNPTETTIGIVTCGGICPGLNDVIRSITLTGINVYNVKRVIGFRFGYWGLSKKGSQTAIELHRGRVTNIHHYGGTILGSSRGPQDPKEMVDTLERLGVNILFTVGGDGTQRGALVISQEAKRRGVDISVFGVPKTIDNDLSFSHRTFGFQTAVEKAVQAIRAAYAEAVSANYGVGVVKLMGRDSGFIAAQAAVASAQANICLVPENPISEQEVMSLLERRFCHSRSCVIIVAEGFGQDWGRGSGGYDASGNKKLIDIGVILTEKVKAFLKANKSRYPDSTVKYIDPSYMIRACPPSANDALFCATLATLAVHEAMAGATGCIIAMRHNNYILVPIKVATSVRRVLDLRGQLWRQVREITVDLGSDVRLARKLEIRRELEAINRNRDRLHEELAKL
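1.25 nM PFK with 0.5 mM F6P and 0.1 mM ATP in 0.1 M TEA pH 8.0, 5 mM MgCl2, incubated 45 min at room temperature; ADP measured by ADP-Glo luminescence; compounds titrated up to 57 uM.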
PTAP TSG101 blk: blocks PTAP/TSG101 interaction to inhibit HIV-1 budding; Q99816; Fluorescence polarization, FITC-PTAP peptide / Tsg101 binding; Potency, µM (top dose mostly 115 µM), for the others: at the highest dose activity change, negative = inhibition, hits mostly inhibitors; 340,000 tested, under 10 active; active = well fitted inhibition curve with a large enough effect in the main read-out, with a control signal flat, not every such curve was filed as active; inconclusive = small, poorly fitted or top-dose-only effect, or effect the other way, or a change in a side signal; inactive = no such curve, though single readings can be large or run the other way; note: potency is the fitted concentration of half-maximal effect; % of control where 0% means no effect
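FP read-out: FITC-PTAP peptide, 50 nM final, binding Tsg101 binding domain, 10 uM final; 20 min, r.t.; 10 mM HEPES pH 7.5, 0.15 M NaCl, 0.01% Tween 20, 3 mM EDTA, 0.1 mM TCEP.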
B2AR arrestin: recruits beta-arrestin to the human beta2-adrenergic receptor; P07550; beta-arrestin recruitment to beta2AR, cell-based reporter; Potency, µM (titrated, usually from 46.1 µM), for inactives: at the top dose activation, hits mostly activators; 330,000 tested, 0.02% active;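 note: potency is the fitted concentration of half-maximal effect; 0% = DMSO controls and full agonism = EC100 isoproterenol or metaproterenol; nearly all actives have a fitted effect of over 65% in size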
Mito fusion act: blocks mitochondrial division or promotes mitochondrial fusion; S. cerevisiae fusion-defective mutant growth rescue, CellTiterGlo 48 h; 320,000 tested, 0.23% active; Potency, µM (highest dose often 46.1 µM), without a hit: at the top dose growth rescue (activation), usual class: activators;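 note: potency is the fitted concentration of half-maximal effect; % of control where 0% means no effect; nearly all actives have a fitted effect of over 45% in size; temperature-sensitive fusion mutants such as fzo1-1 at 37 °C on non-fermentable ethanol glycerol medium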
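Yeast fusion mutant, YPEG (non-fermentable carbon), compound, 48 h at 37C non-permissive; CellTiterGlo added, 10 min RT, luminescence read. Rescued growth = division inhibition.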
TSHR antagonist: human thyrotropin receptor antagonism | P16473 | TSHR-expressing cells, TSH-stimulated cAMP HTRF, 2 h; hits give low values | activity change, negative = inhibition, % at 11.5 µM | 330,000 tested, 0.2% active;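 active = activity change below a set negative limit, meaning inhibition stronger than a set level, cut at about -70% in these data; inconclusive = activity change between two set negative limits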; note: % is set by controls: 0 for no effect and ±100 for the full control effect
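Competitive HTRF cAMP read-out (cryptate anti-cAMP antibody, cAMP-d2; 30 min, room temperature) in freshly harvested TSHR cells. Compounds added before TSH at EC80 (4nM final), followed by 2 hours' incubation at 37 deg C.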
Eya2 inh: blocks the phosphatase activity of human Eya2 | recombinant Eya2, OMFP fluorescence dephosphorylation (OMFP is methylfluorescein phosphate) | Potency, µM (top dose mostly 76.9 µM), for the others: at the top dose activity, negative = inhibition, most hits filed as inhibitors | 330,000 tested, 0.006% active | AID 488837; note: potency is the fitted concentration of half-maximal effect; % is set by controls: 0 for no effect and ±100 for the full control effect
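Eya2 protein (added as 0.2 uM solution) was preincubated with compound for 10 min at ambient temperature in 50 mM HEPES pH 7.5, 50 mM NaCl, 5 uM MgCl2, 0.05% BSA, 1 mM DTT. OMFP (added at 50 uM) then reacted 10 min; fluorescence read at 485/525 nm.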
ELG1 DNA repair: inhibitors of ELG1-dependent DNA repair in HEK293T cells | HEK293T ELG1-luciferase reporter, luminescence, 16 h; DNA damage induced by 5-fluorouridine | Potency, µM (titrated, usually from 46.1 µM), for the others: at the top dose activity change, negative = inhibition, hits mostly inhibitors | 330,000 tested, 2.3% active; note: potency is the fitted concentration of half-maximal effect; % is set by controls: 0 for no effect and ±100 for the full control effect; nearly all actives have a fitted effect of over 55% in size
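5-Fluorouridine DNA damage + compound/DMSO, 2,000 cells/well, 16 h, 37 °C/5% CO2. ONE-Glo, 30 min RT, luminescence. Readout = decrease in reporter signal.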
uPA generation: inhibitors of cell surface uPA generation. cell surface uPA generation assay, qHTS. AID 540303. 330,000 tested, 0.31% active. Potency, µM (titrated, usually from 38.3 µM), without a hit: at the highest dose activity change, negative = inhibition, usual class: inhibitors; active = well fitted inhibition curve with a large enough effect; inconclusive = small, poorly fitted or top-dose-only effect; inactive = no such curve, though single readings can be large or run the other way; tested in mouse RAW 264.7 cells; note: potency is the fitted concentration of half-maximal effect; % is set by controls: 0 for no effect and ±100 for the full control effect; nearly all actives have a fitted effect of over 55% in size
BCR signal inh: chronic active BCR signaling inhibition; AID 493014; 340,000 tested, 0.05% active; ABC-DLBCL IkBa-CBG/CBR reporter, luminescence ratio, 4 h; Potency, µM (doses to about 46.1 µM), inactives show top-dose ratio change, negative = lower green/red ratio, most hits filed as inhibitors; active = well fitted inhibition curve with a large enough effect in the signal ratio, with a control signal flat, not every such curve was filed as active; inconclusive = small, poorly fitted or top-dose-only effect, or effect the other way, or a change in a side signal; the % refers to the signal ratio;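 note: potency is the fitted concentration of half-maximal effect; plate controls were basal doxycycline-induced cells for no effect and cells given 10 µM MG132 for full effect; MG132 reads +100%, hits lower the ratio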
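Compounds up to 46 uM were incubated four hours with TMD8 cells whose green CBG68 luciferase is fused to IkappaBalpha; red CBR luminescence normalised the signal, and concentration-effect curves were fitted to fusion, red and ratio data.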
Numbers without * were called inactive; [ ] = dose if it differs, or a comment. Unless noted, calls come from the whole dose curve; as a rule, active = well fitted curve in the direction sought with a large enough effect; inconclusive = small, poorly fitted or top-dose-only effect, or another doubt; inactive = no such curve, though single readings can be large; an effect the other way counts as inactive or inconclusive. This is a random part of the collection; any-hit rate near 3%.

`O=C1NC(=O)/C(=C\c2ccc(Oc3ccc([N+](=O)[O-])cn3)cc2)S1` gave TCR activator -2%[46.1 µM], USP2a inh 3%, Tb PFK inh -1%, PTAP TSG101 blk -2%, B2AR arrestin -0.5%, Mito fusion act inconclusive, TSHR antagonist -45, Eya2 inh -2%, ELG1 DNA repair 14%, uPA generation -20% and BCR signal inh 22%.
For COC(=O)c1ccccc1NC(=O)C(C)Oc1ccccc1 (configuration not stated) the results were TCR activator -7%[46.1 µM], USP2a inh -1%, Tb PFK inh 5%, PTAP TSG101 blk 1%, B2AR arrestin -0.8%, Mito fusion act 21%, TSHR antagonist -11, Eya2 inh -1%, ELG1 DNA repair 0%, uPA generation 0% and BCR signal inh 15%.
Screening Cc1cccc(OCC(=O)NCCNC(=O)c2cnccn2)c1 returned TCR activator 1%, USP2a inh 2%, Tb PFK inh -4%, PTAP TSG101 blk -1%, B2AR arrestin 0.2%, Mito fusion act -2%, TSHR antagonist -5, Eya2 inh 9%, ELG1 DNA repair 1%, uPA generation 0% and BCR signal inh 4%.
For Cc1ccc(-n2cccc2C(=O)NS(=O)(=O)c2ccc(C)cc2)cc1 the results were TCR activator 8%, USP2a inh -1%, Tb PFK inh 1%, PTAP TSG101 blk 3%, B2AR arrestin -0.6%, Mito fusion act 0%, TSHR antagonist -3, Eya2 inh 3%, ELG1 DNA repair 0%, uPA generation 3% and BCR signal inh 8%.
For O=C(CCCCl)Oc1ccc2cc(-c3ccc4ccccc4n3)c(=O)oc2c1 the results were TCR activator 5%[46.1 µM], USP2a inh 5%, Tb PFK inh -2%, PTAP TSG101 blk -1%, B2AR arrestin -0.9%, Mito fusion act 15%, TSHR antagonist -1, Eya2 inh 7%, ELG1 DNA repair inconclusive, uPA generation 3% and BCR signal inh 3%.
O=[N+]([O-])c1ccc(N=Cc2sc3ccccc3c2O)cc1 was read as TCR activator 0%[46.1 µM], USP2a inh 0%, Tb PFK inh -14%, PTAP TSG101 blk -6%, B2AR arrestin -0.7%, Mito fusion act 0%, TSHR antagonist -6, Eya2 inh 12%, ELG1 DNA repair inconclusive, uPA generation 10% and BCR signal inh inconclusive.
Screening CCS(=O)(=O)c1ccc(O)c(NC(=O)COc2ccc(Br)cc2)c1 returned TCR activator -2%, USP2a inh 2%, Tb PFK inh 5%, PTAP TSG101 blk -2%, B2AR arrestin 0.5%, Mito fusion act 3%, TSHR antagonist -13, Eya2 inh 22%, ELG1 DNA repair -4%, uPA generation -1% and BCR signal inh 2%.
`Cn1c(=O)c2c(ncn2CC(=O)N2CCN(C(=O)c3ccco3)CC2)n(C)c1=O` gave TCR activator -6%, USP2a inh 10%, Tb PFK inh -1%, PTAP TSG101 blk -3%, B2AR arrestin 0.0%, Mito fusion act -4%, TSHR antagonist 1, Eya2 inh -19%, ELG1 DNA repair 11%, uPA generation 3% and BCR signal inh inconclusive.
CC(C)(C)c1ccc(C(=O)/C(C#N)=C/c2cccs2)cc1 was read as TCR activator -14%, USP2a inh 0%, Tb PFK inh 12%, PTAP TSG101 blk 1%, B2AR arrestin 4.8%, Mito fusion act -8%, TSHR antagonist 14, Eya2 inh 9%, ELG1 DNA repair inconclusive, uPA generation 2% and BCR signal inh 11%.
For Cc1ccc(S(=O)(=O)N/N=C/c2cccc3nccnc23)cc1 the results were TCR activator 10%, USP2a inh 0%, Tb PFK inh 0%, PTAP TSG101 blk -1%, B2AR arrestin -0.3%, Mito fusion act 0%, TSHR antagonist 11, Eya2 inh -7%, ELG1 DNA repair -6%, uPA generation inconclusive and BCR signal inh -11%.
For O=C(COC(=O)Cc1ccc(Cl)cc1)Nc1ccc2[nH]c(=O)[nH]c2c1 the results were TCR activator 3%, USP2a inh -1%, Tb PFK inh 4%, PTAP TSG101 blk 1%, B2AR arrestin -0.4%, Mito fusion act -4%, TSHR antagonist 14, Eya2 inh -25%, ELG1 DNA repair 6%, uPA generation -4% and BCR signal inh 1%.
For CCCn1cnc2c(cnn2-c2ccc(F)cc2)c1=O the results were TCR activator 8%[46.1 µM], USP2a inh 1%, Tb PFK inh 5%, PTAP TSG101 blk -1%, B2AR arrestin 0.0%, Mito fusion act 7%, TSHR antagonist -20, Eya2 inh 8%, ELG1 DNA repair inconclusive, uPA generation 2% and BCR signal inh 16%.
`CC(=O)Nc1ccc(S(=O)(=O)NCCC(=O)OCC(=O)c2ccccc2)cc1` gave TCR activator 2%, USP2a inh 2%, Tb PFK inh 16%, PTAP TSG101 blk 0%, B2AR arrestin 0.3%, Mito fusion act 6%, TSHR antagonist 22, Eya2 inh 10%, ELG1 DNA repair 3%, uPA generation 11% and BCR signal inh 11%.
Screening CSc1nsc(SC)c1C(=O)O returned TCR activator -1%, USP2a inh 0%, Tb PFK inh -1%, PTAP TSG101 blk -4%, B2AR arrestin -0.2%, Mito fusion act 10%, TSHR antagonist 2, Eya2 inh 10%, ELG1 DNA repair -17%, uPA generation 2% and BCR signal inh 13%.
O=C(Nc1ccnn1C1CCN(C(=O)CCc2ccc(F)cc2)CC1)C1CCOC1 (configuration not stated) was read as TCR activator 0%, USP2a inh 0%, Tb PFK inh 3%, PTAP TSG101 blk -10%, B2AR arrestin 4.1%, Mito fusion act -1%, TSHR antagonist 8, Eya2 inh -5%, ELG1 DNA repair 13%, uPA generation 14% and BCR signal inh 4%.
Screening CCOc1cc(S(=O)(=O)NCc2ccncc2)c(C)cc1C returned TCR activator 0%, USP2a inh 1%, Tb PFK inh -5%, PTAP TSG101 blk -1%, B2AR arrestin -0.2%, Mito fusion act -3%, TSHR antagonist -12, Eya2 inh 2%, ELG1 DNA repair inconclusive, uPA generation 3% and BCR signal inh -5%.
`CC1=CC(=C(C#N)C#N)C=C(C)N1CCC(C)C` gave TCR activator 3%, USP2a inh 1%, Tb PFK inh 1%, PTAP TSG101 blk -6%, B2AR arrestin -0.1%, Mito fusion act 3%, TSHR antagonist 14, Eya2 inh 11%, ELG1 DNA repair 7%, uPA generation 2% and BCR signal inh 1%.
For CO/N=C/C(C(C)=O)C(=O)Nc1ccc(Cl)cc1Cl (configuration not stated) the results were TCR activator -2%, USP2a inh 1%, Tb PFK inh -9%, PTAP TSG101 blk -4%, B2AR arrestin -0.2%, Mito fusion act 0%, TSHR antagonist 6, Eya2 inh 4%, ELG1 DNA repair 0%, uPA generation -7% and BCR signal inh 1%.
For COc1ccc(-c2ncccc2OC(=O)C23CC4CC(CC(C4)C2)C3)cc1OC the results were TCR activator 6%[46.1 µM], USP2a inh 0%, Tb PFK inh -3%, PTAP TSG101 blk -4%, B2AR arrestin -2.1%, Mito fusion act 14%, TSHR antagonist 47, Eya2 inh -5%, ELG1 DNA repair -24%, uPA generation -4% and BCR signal inh 2%.
`COc1cccc(NC(=O)c2ccc(NC(=O)C(C)(C)C)cc2)c1` gave TCR activator -1%[46.1 µM], USP2a inh -3%, Tb PFK inh 0%, PTAP TSG101 blk -6%, B2AR arrestin -0.2%, Mito fusion act 21%, TSHR antagonist -3, Eya2 inh -2%, ELG1 DNA repair inconclusive, uPA generation 3% and BCR signal inh 6%.
CC(=O)Nc1ccc(NCC(=O)c2ccccc2)cc1 was read as TCR activator -8%, USP2a inh 1%, Tb PFK inh 0%, PTAP TSG101 blk -5%, B2AR arrestin 0.3%, Mito fusion act -2%, TSHR antagonist 3, Eya2 inh -9%, ELG1 DNA repair 5%, uPA generation -1% and BCR signal inh -25%.
CCN(CC)C(=O)C1CCCN(C(=O)Nc2ccc3nsnc3c2)C1 (configuration not stated) was read as TCR activator 5%, USP2a inh 2%, Tb PFK inh 3%, PTAP TSG101 blk 0%, B2AR arrestin -1.0%, Mito fusion act -5%, TSHR antagonist 14, Eya2 inh 10%, ELG1 DNA repair 2%, uPA generation -8% and BCR signal inh inconclusive.
